UDG counterscr = Primary qHTS assay for inhibitors of Activation Induced Cytidine Deaminase (AID): UDG Counterscreen signal. Uracil-DNA glycosylase. FRET deamination/UDG coupled assay, UDG read, 4 h. Potency, µM (titrated, usually from 115 µM), inactives show at the top dose activity change, negative = inhibition, most hits filed as inhibitors. 0.14% of 91,000 active. AID 1347430, 2020; also: nearly all actives have a fitted effect of over 65% in size
AID inh = Primary qHTS assay for inhibitors of Activation Induced Cytidine Deaminase (AID): AID signal | 0.32% of 91,000 active | AID 1347428, 2020 | AID deamination FRET fluorescence, UDG-coupled, 4 h | Potency, µM (doses to about 115 µM), inactives show top-dose activity change, negative = inhibition, usual class: inhibitors | Single-stranded DNA cytosine deaminase (Homo sapiens), Q9GZX7; also: nearly all actives have a fitted effect of over 25% in size
Target sequence (Q9GZX7 whole entry, looked up): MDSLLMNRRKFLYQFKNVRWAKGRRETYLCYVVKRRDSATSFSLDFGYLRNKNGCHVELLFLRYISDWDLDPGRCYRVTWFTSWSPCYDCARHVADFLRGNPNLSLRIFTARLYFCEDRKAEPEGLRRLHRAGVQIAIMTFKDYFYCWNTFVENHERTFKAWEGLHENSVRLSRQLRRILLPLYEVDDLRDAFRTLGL
* marks the source's active call; other numbers are inactive results; ? = inconclusive; & = joins results of further samples; [ ] = another dose, or the depositor's remark. Calls follow the shape of the dose curve; as a rule, active = well fitted curve in the direction sought with a large enough effect; inconclusive = small, poorly fitted or top-dose-only effect, or another doubt; inactive = no such curve, though single readings can be large; an effect the other way counts as inactive or inconclusive. % is scaled to controls: 0 for no effect and ±100 for the full control effect; potency is read from the fitted curve at half-maximal effect.

SMILES | UDG counterscr | AID inh
Cc1ccc(CCNC(=O)C2CC(=O)N(CCc3ccc(C)cc3)C2)cc1 (configuration not stated) | 7% | 7%
COC(=O)[C@H](NC(=O)Nc1cc(C)cc(C)c1)C(C)C | -5% | -2%
C=C(C)CN1CCN(CCc2ccccc2)CC1 | -13% | -4%
O=C(NC1CCCC1)C12CC3CC(C1)CC(c1ccccc1)(C3)C2 | -3% | -6%
CS(=O)(=O)N(CC(=O)N1CCc2ccccc2C1)c1ccccc1Cl | -3% | -8%
Cc1ccc(CNC(=O)CS(=O)(=O)Cc2nc(-c3ccccc3C)oc2C)cc1 | 2% | 1%
CCCOc1ccc(/C=C/C(=O)c2cc(OC)c(OC)c(OC)c2)cc1 | -13% | -19%
O=S(=O)(/N=C/c1cccs1)c1ccccc1 | -1% | 0%
COc1cccc(NC(=O)CSc2nc(-c3ccccc3)nc3c2Cc2cc(Cl)ccc2O3)c1 | -10% | -27%
Cc1ccc(CCCOC(=O)C[N+]2(C)CCOCC2)cc1 | -1% | 2%
CN(C)c1ccc(NC(=O)c2ccc(C#N)cc2)cc1 | -3% | 33%[activator]
COC(=O)c1cccc(NC(=O)CSc2nc(=O)[nH]nc2C)c1 | 3% | -5%
O=C(CC1C(=O)OCCN1Cc1ccccc1)Nc1cccc(C(F)(F)F)c1 (configuration not stated) | 0%[57.5 µM] | -5%[57.5 µM]
CC(C)Cn1c(N)c(-c2csc(Nc3ccccn3)n2)c(=O)n(C)c1=O | 3% | -2%
CCCCCNC(=O)CCNC(=O)c1cccc(C)c1 | 5% | -2%
Cc1cccc(C)c1NC(=O)NCCc1c[nH]c2ccccc12 | -2%[57.5 µM] | 1%
O=C(Cn1c(=O)ccc2cc(S(=O)(=O)N3CCCC3)ccc21)NCc1ccc(Cl)cc1 | -3% | 11%
COc1ccccc1NC(=O)CN1CCCN(S(=O)(=O)c2ccc(Br)cc2)CC1 | -10%[57.5 µM] | ?
CC(=O)Nc1c(C)cccc1C(C)C | -8% | -10%
CCCCC12CN3CCN(CC(C3)/C1=N\NC(=S)NC)C2 | 6% | 5%
Cc1cc(C)cc(NC(=O)Cn2c(=O)n(-c3cc(C)cc(C)c3)c(=O)c3oc4ccccc4c32)c1 | 5% | 4%
COc1ccc(N2CCN(C(=O)NCc3noc4ccccc34)CC2)cc1 | -7% | 2%
Cc1nc2scc(C)n2c(=O)c1S(=O)(=O)Nc1cccc(C(F)(F)F)c1 | 4% | 14%
COc1ccc(C2CC23CCC2(CC2c2ccc(OC)cc2)C3=O)cc1 (configuration not stated) | -7% | -14%

Arranged by SMILES length (rising): some entries from above
SMILES | UDG counterscr | AID inh
CC(=O)Nc1c(C)cccc1C(C)C | -8% | -10%
CC(C)Cn1c(N)c(-c2csc(Nc3ccccn3)n2)c(=O)n(C)c1=O | 3% | -2%
COc1ccccc1NC(=O)CN1CCCN(S(=O)(=O)c2ccc(Br)cc2)CC1 | -10%[57.5 µM] | ?
Cc1cc(C)cc(NC(=O)Cn2c(=O)n(-c3cc(C)cc(C)c3)c(=O)c3oc4ccccc4c32)c1 | 5% | 4%

Continued.
SMILES | UDG counterscr | AID inh
C=CCNC(=O)CCNC(=O)c1ccc(C(C)(C)C)cc1 | 8% | 8%
CC(SCc1ccccc1)C(=O)c1c[nH]c2ccccc12 (configuration not stated) | -10% | -3%
COc1ccc(-c2nsc(NC(=O)c3oc4cc(C)c(C)cc4c3C)n2)cc1 | -3%[57.5 µM] | 17%
Cc1cc(C)c2nc(N3CCCC(C(=O)NCc4ccccc4F)C3)sc2c1 (configuration not stated) | 11% | -12%
CCOC(=O)c1oc2cc(OS(C)(=O)=O)ccc2c(=O)c1-c1ccc(OC)c(OC)c1 | -1% | -6%
CSc1ccc(CNC(=O)CCn2ccc3cc(S(=O)(=O)N4CCCC4)ccc32)cc1 | -17% | ?
CCOC(=O)C1CCN(CC(=O)Nc2cc(C)c3c(=O)oc4ccccc4c3n2)CC1 | -21% | 40%[activator]
CCOc1cccc(/C=C/C(=O)c2ccc(Br)cc2)c1OC | -4% | -24%
O=S(=O)(Nc1ccc(-c2ccc(N3CCCC3)nn2)cc1)c1cc(F)ccc1F | 37%[activator] | 6%
CC(C)C(NC(=O)c1ccccc1F)C(=O)NCc1cnn(-c2ccccc2)c1 (configuration not stated) | 5% | 4%
COc1cccc(CNC(=O)CCS(=O)(=O)c2ccc3c(c2)oc(=O)n3C)c1 | -7%[57.5 µM] | 34%[activator][57.5 µM]
Cc1ccc2cc(CSc3nnc(C(F)(F)F)n3C)c(Cl)nc2c1C | 2% | 0%
O=C(CCn1c(=O)c2cccn2c2ccc(F)cc21)NCc1ccccc1F | 1%[57.5 µM] | 8%
Cc1ccc(S(=O)(=O)c2[nH]c(-c3ccccc3)nc2SCC(N)=O)cc1 | 14% | 28%
O=C(CSc1nc2ncccc2o1)Nc1cccc(C(F)(F)F)c1 | -1% | -7%
COc1ccc(S(=O)(=O)Oc2ccc3c(c2)O/C(=C\c2ccccc2C)C3=O)cc1 | 0% | -11%
COc1ccccc1CNC(=O)CCCCn1c(=O)c2ccccc2n(CC(=O)Nc2cc(Cl)ccc2C)c1=O | -9% | 25%
CCCNC(=O)CC(c1ccc(F)cc1)N1Cc2ccccc2C1=O (configuration not stated) | -10% | -3%
COc1cccc(C(=O)N2c3ccc(C)cc3C(C)(c3ccccc3)CC2(C)C)c1 (configuration not stated) | -16% | -15%
CONC(=O)c1sc2nc(C(C)(C)C)nc(C)c2c1C | -13% | -8%
Cc1ccc(NC(=O)N2CCN(Cc3nc4ccc(C)cc4o3)CC2)cc1 | -13% | -6%
COc1ccc(-c2cc3ncc(C)n3c(Nc3ncccc3C(N)=O)n2)cc1OC | 1% | 26%
COCCn1c(SCC(=O)NC2CCCCC2)nc2c(c1=O)SCC2 | -6% | -3%
Cc1ccc(Cl)cc1N1CCN(C(=O)c2cccn2-c2nnc(N3CCCCC3)s2)CC1 | 11% | ?
Cc1cn2c(=O)cc(COC(=O)c3ccc(NC(=O)c4ccccc4C)cc3)nc2s1 | -2% | -13%
O=C(NCC(c1cccnc1)N1CCN(c2ccc(F)cc2)CC1)C(=O)Nc1ccccc1 (configuration not stated) | 2% | 2%
Cc1ccc(-c2c(C(F)(F)F)nn3c(NCc4ccccn4)cc(C)nc23)cc1 | 8% | 4%
Cc1cc2c(cc1C)NC(CC(=O)Nc1cccc(Cl)c1)C(=O)N2 (configuration not stated) | ? | 46%[activator]
COc1ccc(Br)cc1Cn1nnc(C(=O)Nc2ccc(C)cc2C)c1N | -16% | ?
CCS(=O)(=O)CC(=O)NC(C)c1ccc(OCCC(C)C)cc1 (configuration not stated) | -2% | -5%
CCc1ccc(C2C(C(=O)Nc3ccccc3OC)=C(C)Nc3c(C(=O)Nc4ccc(C)cc4)cnn32)cc1 (configuration not stated) | -12% | -19%
Cc1cc2c(cc1S(=O)(=O)Nc1ccc(OC(F)(F)F)cc1)OCC(=O)N2 | -3% | -2%
CC(CCc1ccccc1)NC(=O)Cn1c(=O)nc(-c2ccccc2)c2cc(Cl)ccc21 (configuration not stated) | 0% | 15%
CC(C)C(=O)NCCc1ccc(C(=O)O)cc1 | 3% | 16%
O=C(Cn1ncc2c3ccccc3n(Cc3ccc(F)cc3)c2c1=O)NCc1cccs1 | 0% | -15%
O=[N+]([O-])c1ccc2[nH]c3ccccc3c2c1 | -9% | 17%
CC(C)NCc1ccc(-c2ccccc2)o1 | -5% | 0%
N#Cc1ccc(-c2csc(C3CC3)n2)cc1 | 7% | 1%
COCCn1c(C)cc(C(=O)COC(=O)Cc2n[nH]c(=O)c3ccccc23)c1C | -4% | -5%
Cc1nc2ccn(Cc3cccnc3)c(=O)c2cc1C(=O)N1CCN(c2ccccc2F)CC1 | 3% | 0%
Cn1cccc1-c1cc2n(n1)CCC(=O)N2CCCC(=O)NCc1ccc(F)cc1 | -3% | 9%
O=C1Cc2cc(-c3csc(Nc4ccccc4)n3)ccc2N1 | -11% | 8%
CC(=O)Nc1cccc(OCc2ccccc2)c1 | -9% | -4%
CC1(C)CC(=O)C2=C(C1)N(c1cccc(C(F)(F)F)c1)C(=O)CC2c1cccs1 (configuration not stated) | 9% | -5%
CCOCCn1c(-n2nc(C)cc2C)nc2c1c(=O)n(Cc1ccc(F)cc1)c(=O)n2C | 0% | -16%
Cc1cccn2c(=O)c(C(=O)NC(C)c3ccccc3)cnc12 (configuration not stated) | -12%[57.5 µM] | -8%
CCNC(C)C12CC3CC(CC(C3)C1)C2 (configuration not stated) | -3% | -2%
c1ccc2c(c1)Sc1ccccc1S2 | -3% | 0%
Cc1ccc(NC(=O)c2cn3c4c(ccc(Cl)c4c2=O)OC(C)C3)cc1C (configuration not stated) | 25% | 16%
CCCCNS(=O)(=O)c1ccc2nc(-c3cccnc3)cc(C(=O)NCCC)c2c1 | 1% | 12%
COC(=O)c1ccc(C)c(NC(=O)c2csc(COc3ccc(C)cc3)n2)c1 | 1% | -2%
Cc1ccc(C)c(NC(=O)CSC2=Nc3ccccc3N=C(c3ccc(F)cc3)C2)c1 | -3% | 9%
COc1cccc(CNC(=O)CCc2c(C)c3cc4c(C)coc4c(C)c3oc2=O)c1 | 5% | ?
CCCCc1ccc(C(=O)N/C(=C\c2ccc(C)cc2)C(=O)NC2CCCCC2)cc1 | ? | -20%
O=C(CSc1nc2c([nH]c3ccccc32)c(=O)n1-c1ccccc1)N1CCCC1 | 8%[57.5 µM] | -27%
Cc1ccc(-n2ncc3c(NCCc4ccc(S(N)(=O)=O)cc4)ncnc32)cc1 | 0%&27% | -18%&8%
CCCC12CN3CC(C)(CN(C1)C3c1cn(CC)c3ccccc13)C2=O (configuration not stated) | -14% | ?
CC1CCN(c2ccc(-c3cccc(NS(=O)(=O)c4ccc(Cl)s4)c3)nn2)CC1 | 46%[activator] | -5%
CCC(=O)Nc1ccccc1-c1nc2ccccc2n(C(CC)C(=O)Nc2cccc(C(C)=O)c2)c1=O (configuration not stated) | ? | ?
O=C(CCc1nnc2n(Cc3ccccc3Cl)c(=O)c3ccccc3n12)Nc1ccc(F)cc1 | -6% | 11%
(cont.)
SMILES | UDG counterscr | AID inh
COc1ccc(-c2cc3ccc(O)c(CN4CCCC(C)C4)c3oc2=O)cc1OC (configuration not stated) | 6% | -25%
C/C=C/C=C/C(=O)Nc1sccc1C#N | 5% | 10%
CCCn1nc(C(=O)NCC2COc3ccccc3O2)c2ccccc2c1=O (configuration not stated) | -14% | -17%
CCOC(=O)NC1(C(F)(F)F)NC(=O)N(c2ccc(C)c(C)c2)C1=O (configuration not stated) | 3% | 24%
COc1ccc(N(C(=O)C23CC4CC(CC(C4)C2)C3)C2C=CS(=O)(=O)C2)cc1 (configuration not stated) | 1% | -9%
COc1cccc(CNC(=O)c2cc3cc(OC)ccc3[nH]2)c1 | -3% | -8%
COc1ccc(C)cc1NC(=O)c1nn(C)c(=O)c2ccccc12 | -4% | -2%
CCCSCCCNC(=O)C1CCN(c2nn3cc(-c4ccc(F)cc4)nc3s2)CC1 | 12% | 1%
Cc1cc(C)cc(NS(=O)(=O)c2ccc(-c3cc(C)no3)cc2)c1 | 0%[57.5 µM] | 18%
O=C(O)C1CCCN(C(=O)c2cccc(C(F)(F)F)c2)C1 (configuration not stated) | -5% | -11%
O=C(Nc1ccc(F)cc1)C1CCN(S(=O)(=O)c2ccc3c(c2)CCCN3C(=O)C2CCC2)CC1 | -21% | -22%
CCCOc1ccc(Cn2c(SCC(=O)NC(C)(C)C)nc3c(sc4ncccc43)c2=O)cc1 | -1% | -3%
COc1ccccc1CNC(=O)CCC1N=C2c3ccccc3N=C(SCC(=O)Nc3ccc(N(C)C)cc3)N2C1=O (configuration not stated) | -12% | 7%
CCOc1ncccc1C(=O)N1CCN(CC(=O)Nc2ccccc2Cl)CC1 | 3% | 2%
COc1ccc(-n2c(=O)c3ccccc3n(CC(=O)NCCc3ccccc3)c2=O)c(OC)c1 | -1% | 17%
O=C(CSc1nc2ccccc2o1)NC(=O)NC1CCCC1 | 2% | -12%
Cc1ccc(CNC(=O)c2c(Nc3ccccc3C)sc(C(=O)c3ccc(F)cc3)c2N)cc1 | -20% | 169%[activator]
Cc1cccc(NS(=O)(=O)c2nnc(NC(=O)C3CCCCC3)s2)c1 | -6% | -20%
Cc1cc(C)c(NC(=O)Nc2csc3c2CCCC3)c(C)c1 | 3% | -15%
COc1ccc(S(=O)(=O)Oc2ccc3c(c2)O/C(=C\c2ccc(OC)c(OC)c2)C3=O)cc1 | -2% | -5%
COc1cc(C(=O)Nc2ccc3oc(C)nc3c2)cc(OC)c1OC | -7% | -7%
CC1(C)NC(=O)N(CCC(=O)Nc2cccc3cccnc23)C1=O | 4% | 10%

Ordered by value in AID inh (high to low): four from the list above.
molecule	AID inh
CC1(C)NC(=O)N(CCC(=O)Nc2cccc3cccnc23)C1=O	10%
CCOc1ncccc1C(=O)N1CCN(CC(=O)Nc2ccccc2Cl)CC1	2%
COc1cc(C(=O)Nc2ccc3oc(C)nc3c2)cc(OC)c1OC	-7%
Cc1cc(C)c(NC(=O)Nc2csc3c2CCCC3)c(C)c1	-15%

As a working copy, part of the list above:
SMILES | UDG counterscr | AID inh
COc1ccccc1CNC(=O)CCC1N=C2c3ccccc3N=C(SCC(=O)Nc3ccc(N(C)C)cc3)N2C1=O (configuration not stated) | -12% | 7%
CCOc1ncccc1C(=O)N1CCN(CC(=O)Nc2ccccc2Cl)CC1 | 3% | 2%
COc1ccc(-n2c(=O)c3ccccc3n(CC(=O)NCCc3ccccc3)c2=O)c(OC)c1 | -1% | 17%

In a second layout: results already given.
COc1ccc(-n2c(=O)c3ccccc3n(CC(=O)NCCc3ccccc3)c2=O)c(OC)c1
  UDG counterscr: -1% | AID inh: 17%
COc1cc(C(=O)Nc2ccc3oc(C)nc3c2)cc(OC)c1OC
  UDG counterscr: -7% | AID inh: -7%

Compound activity (PubChem)

The list is partial. The share of hits here may be higher or lower than overall.
